High-throughput results as filed in PubChem BioAssay.
ANO1 activ – mouse TMEM16A channel activation, primary screen | AID 623877 | B-score at 10 µM | HEK293 TMEM16A/YFP-H148Q/I152L, iodide quench fluorescence; active compounds read low | Q8BHY3 | hit rate 0.3% among 340,000;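 active = fluorescence-ratio B-score plate-corrected deviation score at least 3 library SD below zero, with starting fluorescence score within 5 deviations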;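 note: channel opened by trigger with iodide after compound preincubation; score built on the fluorescence ratio of max minus min over baseline; more negative score means more quench and so TMEM16A activation or potentiation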
Target sequence (Q8BHY3 whole entry, looked up): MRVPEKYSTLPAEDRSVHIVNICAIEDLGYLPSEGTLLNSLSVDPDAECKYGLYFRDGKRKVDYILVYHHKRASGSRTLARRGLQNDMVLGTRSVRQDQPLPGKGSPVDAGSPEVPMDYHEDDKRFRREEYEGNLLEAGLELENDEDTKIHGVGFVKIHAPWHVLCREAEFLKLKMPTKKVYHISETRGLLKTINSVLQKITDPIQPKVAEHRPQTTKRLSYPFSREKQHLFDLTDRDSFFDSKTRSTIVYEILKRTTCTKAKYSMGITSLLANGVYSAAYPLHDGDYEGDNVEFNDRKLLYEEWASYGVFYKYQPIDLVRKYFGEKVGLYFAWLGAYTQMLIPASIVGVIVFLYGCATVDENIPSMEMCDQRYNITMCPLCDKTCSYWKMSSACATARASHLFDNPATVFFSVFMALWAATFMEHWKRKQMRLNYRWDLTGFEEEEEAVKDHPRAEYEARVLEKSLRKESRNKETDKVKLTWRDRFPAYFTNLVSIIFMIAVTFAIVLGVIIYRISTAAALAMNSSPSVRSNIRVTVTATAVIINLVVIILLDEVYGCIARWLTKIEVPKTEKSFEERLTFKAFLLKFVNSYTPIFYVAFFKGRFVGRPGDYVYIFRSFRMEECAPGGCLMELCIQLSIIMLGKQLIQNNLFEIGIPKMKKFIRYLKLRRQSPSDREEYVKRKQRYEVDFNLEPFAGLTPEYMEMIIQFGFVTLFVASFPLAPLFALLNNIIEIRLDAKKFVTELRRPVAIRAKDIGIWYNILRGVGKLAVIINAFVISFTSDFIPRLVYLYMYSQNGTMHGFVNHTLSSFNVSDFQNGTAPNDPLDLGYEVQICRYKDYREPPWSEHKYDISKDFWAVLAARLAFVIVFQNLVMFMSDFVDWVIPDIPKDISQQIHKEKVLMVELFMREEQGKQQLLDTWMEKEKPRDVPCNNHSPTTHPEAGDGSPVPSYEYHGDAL
MrgX1 agonist – agonists of human MrgX1 receptor; AID 588627; hit rate 0.44% among 310,000; B-score at 10 µM; MrgX1-HEK293 cells, Fluo-4 calcium fluorescence, agonist mode; active compounds read high;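 active = calcium response B-score plate-corrected fluorescence ratio at least 3 library SD, with starting fluorescence B-score inside 5 SD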
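Test system: Stable human MrgX1 HEK293 cell line | Schedule: Overnight plating before 1 h dye loading | Read-out basis: Baseline-normalised fluorescence change ratio, B-scored | Detection: Kinetic calcium dye fluorescence, Fluo-4 NW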
MrgX1 allo act – allosterically activates human MrgX1 receptor signaling; Q96LB2; MrgX1-HEK293, Fluo-4 calcium flux, FDSS; active compounds read high; B-score at 10 µM; hit rate 0.63% among 310,000; AID 588675;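 active = plate-corrected calcium response at least 3 library SD above typical, normal starting fluorescence, not activating the receptor alone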;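 note: compound read alongside a low EC10 to EC30 dose of BAM8-22 agonist; peak minus trough fluorescence over baseline measured at the second addition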
RGS4 act – RGS4 potentiation or activation; HEK293 M3R/inducible RGS4, carbachol calcium flux Fluo4; active compounds read low; B-score at 10 µM; hit rate 0.92% among 310,000; AID 463111;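 active = B-score of the integrated calcium signal more than 4 SD below the library mean, with starting fluorescence not abnormally high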;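 note: negative B-score means reduced calcium response which marks RGS4 activation or potentiation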
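Material: Inducible-RGS4 HEK293 cells carrying M3 receptor; also added: carbachol at ECmax as muscarinic agonist stimulus; incubation: compound preincubation 20 min at room temperature before agonist; signal: Fluo4-AM (2 µM) calcium-flux fluorescence, kinetic read; measure: integrated calcium ratio converted to B score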
HDAC3 inhib – human HDAC3 inhibition; recombinant HDAC3, fluorogenic peptide/trypsin coupled, fluorescence; hit rate 0.15% among 320,000; inhibition, % at 8.3 µM; AID 2718; O15379; in the data active = inhibition above about 26%, passing the limit was not always enough; inconclusive = no clear call, values can overlap the other calls
TRPC6 activator – mouse TRPC6 channel activation; Q61143; HEK293-TRPC6 membrane potential dye fluorescence; active compounds read high; B-score at 10 µM; hit rate 0.13% among 310,000; AID 2550;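 active = B-score of the integrated fluorescence ratio above library mean plus 3 SD, and starting fluorescence ratio within library mean plus 5 SD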;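 note: higher score means more depolarization so channel activation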
TMEM16A inh – inhibitors of mouse TMEM16A calcium-activated chloride channel | hit rate 1.2% among 310,000 | Q8BHY3 | HEK293 TMEM16A/YFP iodide influx fluorescence, ionomycin | normalized B-score (activity score, 25-100; higher = stronger inhibition) at 10 µM;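 active = ratio plate-corrected score three or more library SD toward inhibition, starting fluorescence score within five deviations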;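 note: score derived from kinetic fluorescence span divided by baseline fluorescence per well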
MrgX1 antagonist – antagonists of human MrgX1 receptor; MRGX1-HEK293 calcium flux, Fluo-4, BAM8-22 antagonism; active compounds read low; B-score at 10 µM; hit rate 1.3% among 310,000;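 active = calcium-response B-score plate-corrected more than 3 library SD below zero, starting fluorescence within 5 deviations, no agonist response on first addition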;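 note: peak minus trough fluorescence over baseline after final BAM8-22 challenge near maximal dose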
TRPC6 inh – blocks the mouse TRPC6 cation channel; HEK293-TRPC6, membrane potential dye, ACh-evoked depolarization; active compounds read low; B-score at 10 µM; hit rate 1.1% among 310,000;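 active = B-score under library mean minus 3 SD, initial fluorescence not abnormally high, positive integrated signal ratio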;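 note: B-score derived from integrated fluorescence ratio over the kinetic read; more negative B-score means stronger inhibition of depolarization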
RGS4 block – human RGS4 inhibition; HEK293 M3R/RGS4 inducible, Fluo-4 calcium flux; active compounds read high; triggered by carbachol at its EC20; P49798; B-score at 10 µM; hit rate 0.45% among 310,000;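 active = B-score, a plate-corrected calcium signal, over three deviations above library mean, with baseline fluorescence within five deviations of library mean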;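 note: RGS4 expression induced by doxycycline in cells with stable M3 receptor; B-score is computed from the integrated fluorescence ratio over baseline after carbachol; higher B-score means a larger calcium signal and so more RGS4 inhibition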
SKKanGAS inh – blocks kanamycin growth of S. pyogenes SKKanGAS strain; BacTiter-Glo, 6 h; hit rate 1.3% among 300,000; inhibition, % at 7.5 µM;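 active = mean replicate score, as percent of positive control median, at least 50; inconclusive = mean below 50 but one replicate at or above 50; inactive = mean and every replicate below 50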;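 note: strain carries kanamycin resistance gene driven by streptokinase promoter and grows in 40 µg/ml kanamycin; loss of luminescence reflects streptokinase promoter inhibition or plain growth inhibition; 0% = median of DMSO wells and 100% = positive control at its reference dose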
* hit, by the source's call; i = inactive; ? = inconclusive; / = no result given.

Preview (4 entries):
SMILES | ANO1 activ | MrgX1 agonist | MrgX1 allo act | RGS4 act | HDAC3 inhib | TRPC6 activator | TMEM16A inh | MrgX1 antagonist | TRPC6 inh | RGS4 block | SKKanGAS inh
O=C(Nc1ccon1)c1ccc(S(=O)(=O)N2CCOCC2)cc1 | i | i | i | i | 1 | i | i | i | i | i | 2
O=C(COc1cccc2cccnc12)Nc1ccccc1 | i | i | i | i | 2 | i | i | i | i | i | -10
O=C(NC(=S)NCc1ccc(-c2nc3ccccc3s2)cc1)c1ccco1 | i | i | i | i | 11 | i | i | i | i | i | -4
CCCNC(=O)c1[nH]c(C)c(C(=O)OCC)c1C | / | i | i | i | 0 | i | i | i | i | i | -5

All compounds of this part, previewed entries included:
SMILES | ANO1 activ | MrgX1 agonist | MrgX1 allo act | RGS4 act | HDAC3 inhib | TRPC6 activator | TMEM16A inh | MrgX1 antagonist | TRPC6 inh | RGS4 block | SKKanGAS inh
O=C(Nc1ccon1)c1ccc(S(=O)(=O)N2CCOCC2)cc1 | i | i | i | i | 1 | i | i | i | i | i | 2
O=C(COc1cccc2cccnc12)Nc1ccccc1 | i | i | i | i | 2 | i | i | i | i | i | -10
O=C(NC(=S)NCc1ccc(-c2nc3ccccc3s2)cc1)c1ccco1 | i | i | i | i | 11 | i | i | i | i | i | -4
CCCNC(=O)c1[nH]c(C)c(C(=O)OCC)c1C | / | i | i | i | 0 | i | i | i | i | i | -5
COc1ccccc1-c1nnc(SC(C)C(=O)O)n1-c1ccccc1 (stereo not drawn) | i | i | i | i | / | i | i | i | i | i | 2
CCN(CC)CCN1C(=O)C(=O)/C(=C(/O)c2ccc(OC)cc2)C1c1ccco1 (stereo not drawn) | i | i | i | i | 0 | i | i | i | i | i | -2
Cc1cccc(NC(=O)C(c2ccccc2Cl)N2CCOCC2)c1 (stereo not drawn) | i | i | i | i | 6 | i | i | i | i | i | 0
Cc1cc(NC(=O)COC(=O)CSCc2ccc(Cl)c(Cl)c2)no1 | i | i | i | i | 5 | i | i | i | i | i | -2
CCOC(=O)c1cnc(SC2CC(=O)N(c3ccccc3)C2=O)nc1N (stereo not drawn) | i | i | i | i | 2 | i | i | i | i | i | 3
Cc1ccccc1CCNC(=O)C1CCC(=O)N(Cc2ccc(Cl)cc2)C1 (stereo not drawn) | i | i | i | i | 3 | i | i | i | i | i | 11
COc1ccc(C(=O)COC(=O)Cn2[nH]c(=O)c3ccccc3c2=O)c(OC)c1 | i | i | i | i | -1 | i | i | i | i | i | 3
Cc1ccc(C2CC(=O)C=C(NCc3ccccc3)C2)cc1 (stereo not drawn) | i | i | i | i | / | i | i | i | i | i | 0
CCN1CCN(c2c(Cl)cccc2NC(=O)c2ccc(Br)o2)CC1 | i | i | i | i | 2 | i | i | i | -12* | i | 7
Cc1ccc(S(=O)(=O)N/N=c2\sc3ccccc3n2C)cc1 | i | i | i | i | 0 | i | i | i | i | i | -10
COC(=O)c1ccc(C)c(NC(=O)c2ccc(Cn3cc([N+](=O)[O-])cn3)o2)c1 | i | i | i | i | 4 | i | i | i | i | i | 1
NC(=O)C1CCCN1S(=O)(=O)c1ccc2ccccc2c1 (stereo not drawn) | i | i | i | i | -5 | i | i | i | i | i | -12
COc1ccccc1CC(=O)N1CCN(c2ccccc2)CC1 | i | i | i | i | -3 | i | i | i | i | i | 4
Cc1nc2ccc(NC(=O)N3CCCCC3)cc2s1 | i | i | i | i | -2 | i | i | i | i | i | 3
Cc1onc(-c2ccccc2)c1C(=O)Nc1ccc(S(=O)(=O)NC2=NCCCCC2)cc1 | i | i | i | i | 3 | i | i | i | i | i | -4
COc1cc(NC(=O)CN2C(=O)NC(C)(CC(C)C)C2=O)cc(OC)c1 (stereo not drawn) | i | i | i | / | 6 | / | i | i | / | / | /
COc1ccc(-c2[nH]ncc2-c2cscn2)c(O)c1 | i | i | i | i | 10 | i | i | i | i | i | 5
CCOC(=O)c1ccccc1OCc1cc(/C=N/n2cnnc2)ccc1OC | i | i | i | i | 0 | i | i | i | i | i | -11
CCOC(=O)c1c(SC)n(-c2ccccc2)c(=S)n(-c2ccccc2)c1=O | i | i | i | i | 8 | i | i | i | i | i | -3
CCOc1ccc(C(C)=O)cc1N1C(=O)C2C3C=CC(C3=C(C)C)C2C1=O (stereo not drawn) | i | i | i | i | -3 | i | i | i | i | i | 5
O=C(O)c1cccc(NC(=S)NC(=O)c2cccc(OCc3ccccc3)c2)c1 | i | i | i | i | 8 | i | i | i | i | i | 35
CCOC(=O)Nc1ccc(N2CCOCC2)c(S(=O)(=O)N2CCOCC2)c1 | i | i | i | i | 1 | i | i | i | i | i | 0
O=C(NCCc1ccccc1)c1cccc(S(=O)(=O)N2CCCCC2)c1 | i | i | i | i | 0 | i | i | i | i | i | -6
O=C(Cc1c(F)cccc1Cl)NCc1cccnc1 | i | i | i | i | 0 | i | i | i | i | i | -1
CC(C)c1[nH]nc2c1C(c1cccs1)C(C#N)=C(N)O2 (stereo not drawn) | i | i | i | i | 3 | i | i | i | i | i | -7
COc1cccc(NC(=O)N2CCN(c3cccc(C)c3)C(C)C2)c1 (stereo not drawn) | i | i | i | i | -1 | i | i | i | i | i | 4
Cc1ccc(CCNC(=O)c2cc(S(=O)(=O)N3CCCC3)cn2C)cc1 | i | i | i | i | 5 | i | i | i | i | i | -4
CC(C)(C)NS(=O)(=O)c1ccc(CCC(=O)NCc2cccnc2)cc1 | i | i | i | i | 0 | i | i | i | i | i | 1
CCCCn1c(SCC(=O)NC2CC2)nnc1-c1ccncc1 | i | i | i | i | 0 | i | i | i | i | i | -4
CCOC(=O)C1CCN(C(=O)C2CCCN(c3ncnc4c3nc3n4CCCCC3)C2)CC1 (stereo not drawn) | i | i | i | i | 0 | i | i | i | i | i | 5
O=S1(=O)N=C(Nc2ccc(S(=O)(=O)N3CCCCC3)cc2)c2ccccc21 | i | i | i | i | -7 | i | i | i | i | i | 8
CN(C)C(=O)COc1ccc(Oc2ccccc2)cc1 | i | i | i | i | 0 | i | i | i | i | i | 2
Cc1cc(N)n2nc(-c3ccccc3)c(-c3ccccc3)c2n1 | i | i | i | i | 4 | i | i | i | i | i | -9
O=C(COC(=O)/C=C/c1cccc(C(F)(F)F)c1)NCc1ccccc1 | i | i | i | i | -4 | i | i | i | i | i | -5
CCC(Oc1ccccc1)C(=O)Nc1nnc(S(=O)(=O)Nc2ccccc2)s1 (stereo not drawn) | i | i | i | i | 1 | i | i | i | i | i | 14
OCC[C@H]1C[C@H](O)[C@@H](O)[C@]2(CCCO2)O1 | i | i | i | i | 1 | i | i | i | i | i | -2
O=C(Cc1c(F)cccc1Cl)NCCCn1ccnc1 | i | i | i | i | 0 | i | i | i | i | i | 0
Cc1cc(C)c(NC(=O)CS)c(Cl)c1 | i | i | i | i | -9 | i | i | i | i | i | 0
Cc1ccccc1OCCSc1nc2ccccc2n1CCC(=O)O | i | i | i | i | 0 | i | i | i | i | i | -19
CCN(CC)C(=O)c1sc2nc(-c3ccccn3)[nH]c(=O)c2c1C | i | i | i | i | -7 | i | i | i | i | i | 33
CC(=O)c1ccc(NC(=O)C(C)Sc2nnc(C3CCCCC3)o2)cc1 (stereo not drawn) | / | i | i | i | 1 | i | i | i | i | i | 14
Cc1ccc(C(=O)NCCCNC(=O)c2ccco2)cc1C | i | i | i | i | 4 | i | i | i | i | i | 2
COc1cc(/C=N/NC(=O)Cc2ccccc2)ccc1Oc1ccc([N+](=O)[O-])cc1[N+](=O)[O-] | i | i | i | i | -1 | i | i | i | i | i | 4
Cc1cc(-c2ccc(/C=N/n3cnnc3)o2)c(C)c([N+](=O)[O-])c1 | i | i | i | i | -3 | i | i | i | -6* | i | -8
CC(C)(C)Sc1ccc(N)nc1 | i | i | i | i | 0 | i | i | i | i | i | -1
COC(=O)C(CCSC)NC(=O)Cn1ncc2c(=O)oc3ccccc3c21 (stereo not drawn) | i | i | i | i | 3 | i | i | i | i | i | -2
COc1ccc(-n2c(SCC(=O)O)nc3sc4c(c3c2=O)CCCC4)cc1 | i | i | i | i | 7 | i | i | i | i | i | 18
CC(=O)Nc1ccc(S(=O)(=O)N(C)CC(=O)OC(C)C(=O)NC2CCCC2)cc1 (stereo not drawn) | i | i | i | i | 3 | i | i | i | i | i | -2
CCCN(C(=O)c1cc(S(=O)(=O)N2CCCCC2)ccc1Cl)C1CCS(=O)(=O)C1 (stereo not drawn) | i | i | i | i | 4 | i | i | i | i | i | -6
COCCNC(=O)C(=O)Nc1cc2c3c(c1)CC(=O)N3CCC2 | i | i | i | i | 8 | i | i | i | i | i | 2
Cc1ccc(C2NC(c3ccc(C)cc3)C(C)C(=O)C2C)cc1 (stereo not drawn) | i | i | i | i | -1 | i | i | i | i | i | 9
O=C(C[n+]1cc(-c2ccc(Cl)c(Cl)c2)n2c1CCC2)c1cccs1 | i | i | i | i | -2 | i | i | i | i | i | -2
Cc1ccc(C)c(NC(=O)c2cnn(-c3ccccc3)c2C)c1 | i | i | i | i | -2 | i | i | i | i | i | -4
COc1cc(CN2CCN(C(O)(c3ccccc3)c3ccccc3)CC2)cc(OC)c1OC | i | i | i | i | 2 | i | i | i | i | i | 14
CN(CC(=O)NC1CCCCC1)S(=O)(=O)c1cccc2nsnc12 | i | i | i | i | -7 | i | i | i | i | i | 2
Cc1cc(C)cc(N(CC(=O)Nc2cc(C)ccc2C)S(=O)(=O)c2c(C)[nH]c(=O)[nH]c2=O)c1 | i | i | i | i | / | i | i | i | i | i | -8
COC(=O)c1[nH]c2ccc(C)cc2c1NC(=O)Oc1ccccc1 | i | i | i | i | -5 | i | i | i | i | i | 5
CCc1ccc(-c2ccc3nnc(SCC(N)=O)n3n2)cc1 | i | i | i | i | -3 | i | i | i | i | i | ?
O=C(c1cccs1)N1CCN=C1SCc1ccc(F)cc1 | i | i | i | i | 5 | i | i | i | i | i | 10
